High-throughput results deposited in PubChem by National Center for Advancing Translational Sciences (NCATS).
G9a block – inhibitors of human histone lysine methyltransferase G9a; Q96KQ7; G9a H3K9 monomethylation, AlphaScreen, 2 h; Potency, µM (doses to about 102 µM), inactives show at the top dose activity, negative = inhibition, hits mostly inhibitors; actives 8.8% (n = 350,000); AID 504332; note: % is set by controls: 0 for no effect and ±100 for the full control effect; nearly all actives have a fitted effect of over 75% in size
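AlphaScreen detection with an anti-monomethyl H3K9 antibody quantified product after a 2 h room-temperature reaction containing 500 nM biotinylated H3K9 peptide, 20 µM SAM and 20 nM enzyme, which had been preincubated 15 min with compound.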
POLK inh – DNA polymerase kappa (human) inhibition; Q9UBT6; purified Pol kappa, fluorescent DNA synthesis assay, 10 min; Potency, µM (series often up to 107 µM), inactives show at the top dose activity, negative = inhibition, actives largely listed as inhibitors; actives 0.53% (n = 400,000); note: % is set by controls: 0 for no effect and ±100 for the full control effect
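Pol kappa 10 nM + cpd, 15 min RT; start w/ substrate 50 nM final; fluorescence kinetic read, 0 and 10 min. Neg ctrl: buffer, no enzyme.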
Pol eta inh – DNA polymerase eta (human) inhibition | Q9Y253 | recombinant Pol eta, fluorescent DNA replication assay | Potency, µM (doses to about 114 µM), for inactives: at the top dose activity change, negative = inhibition, hits mostly inhibitors | actives 1.2% (n = 390,000) | AID 588591; note: % is set by controls: 0 for no effect and ±100 for the full control effect
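Fluorescent replication assay: 50 nM final substrate added after a 15 min room-temperature compound preincubation with 10 nM enzyme. Signal taken at 0 min and again at 10 min.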
POLB inh – blocks human DNA polymerase beta activity | Pol beta primer extension/strand displacement, fluorescence kinetic | Potency, µM (titrated, usually from 114 µM), for inactives: top-dose activity change, negative = inhibition, hits mostly inhibitors | actives 1.3% (n = 340,000); note: % is set by controls: 0 for no effect and ±100 for the full control effect
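Enzyme-only controls used 10 nM Pol beta; buffer lacking enzyme served as negative control. Compound preincubated 15 min, then 50 nM substrate added; 0 and 10 min reads at room temperature.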
JMJD2A Tudor – JMJD2A Tudor domain (human) inhibition; Potency, µM (top dose mostly 114 µM), for inactives: top-dose activity change, negative = inhibition, hits mostly inhibitors; AlphaScreen JMJD2A-Tudor / H3K4me3 peptide binding; actives 4.4% (n = 390,000); O75164; note: % is set by controls: 0 for no effect and ±100 for the full control effect; nearly all actives have a fitted effect of over 50% in size
APE1 inh – inhibitors of human APE1 endonuclease. P27695. recombinant APE1, TAMRA/BHQ-2 abasic DNA cleavage fluorescence. Potency, µM (top dose mostly 65.8 µM), for the others: at the top dose activity change, negative = inhibition, actives largely listed as inhibitors. actives 0.35% (n = 350,000). AID 2517;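 note: plate controls were vehicle for no effect and reference inhibitor for full effect; nearly all actives have a fitted effect of over 55% in size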
Target sequence (P27695 whole entry, looked up): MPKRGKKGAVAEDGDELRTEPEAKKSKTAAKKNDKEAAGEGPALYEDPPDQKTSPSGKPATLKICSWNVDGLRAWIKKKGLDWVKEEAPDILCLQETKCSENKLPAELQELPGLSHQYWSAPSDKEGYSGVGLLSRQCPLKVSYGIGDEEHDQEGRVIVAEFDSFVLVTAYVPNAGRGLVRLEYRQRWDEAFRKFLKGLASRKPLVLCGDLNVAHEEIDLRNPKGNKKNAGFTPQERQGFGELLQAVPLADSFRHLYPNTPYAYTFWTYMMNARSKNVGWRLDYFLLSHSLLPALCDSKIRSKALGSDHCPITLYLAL
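Endonuclease cleavage of a quenched abasic-site DNA duplex (50 nM) by APE1 (0.75 nM) was tracked by TAMRA dequenching. Compounds were preincubated with enzyme 15 min at room temperature; data normalized to buffer-only and DMSO wells plus NSC13755 control.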
POLI inh – blocks human DNA polymerase iota activity | Pol iota fluorescent replication assay, 10 min | Potency, µM (doses to about 115 µM), without a hit: top-dose activity, negative = inhibition, most hits filed as inhibitors | actives 1% (n = 390,000) | Q9UNA4 | AID 588590
Target sequence (Q9UNA4 whole entry, looked up): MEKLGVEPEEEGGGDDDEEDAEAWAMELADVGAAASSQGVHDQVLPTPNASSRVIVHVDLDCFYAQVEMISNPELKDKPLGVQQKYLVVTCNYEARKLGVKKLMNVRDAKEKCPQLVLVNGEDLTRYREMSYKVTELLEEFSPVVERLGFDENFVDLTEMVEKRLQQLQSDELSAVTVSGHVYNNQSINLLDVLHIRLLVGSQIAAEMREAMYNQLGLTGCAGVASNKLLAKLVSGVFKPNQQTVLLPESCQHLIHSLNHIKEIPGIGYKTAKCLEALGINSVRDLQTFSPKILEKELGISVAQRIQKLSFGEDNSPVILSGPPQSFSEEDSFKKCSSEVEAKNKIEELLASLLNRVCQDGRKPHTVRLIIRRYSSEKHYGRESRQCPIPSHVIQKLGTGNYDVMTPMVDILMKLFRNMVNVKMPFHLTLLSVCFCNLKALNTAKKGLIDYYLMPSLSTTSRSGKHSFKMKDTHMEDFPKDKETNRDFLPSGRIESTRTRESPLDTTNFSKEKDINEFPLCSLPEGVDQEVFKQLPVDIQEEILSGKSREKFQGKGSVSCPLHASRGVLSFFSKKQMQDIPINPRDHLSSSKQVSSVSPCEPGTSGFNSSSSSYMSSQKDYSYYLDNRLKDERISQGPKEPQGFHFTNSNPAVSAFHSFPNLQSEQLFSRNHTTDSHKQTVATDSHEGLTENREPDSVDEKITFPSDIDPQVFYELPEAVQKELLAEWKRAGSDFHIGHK
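Fluorescent replication assay read twice, at 0 min and 10 min after adding 50 nM (final) substrate. Enzyme (10 nM) and compounds were first incubated 15 min at room temperature; enzyme-free buffer wells were negative controls.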
BAZ2B inh – BAZ2B (human) inhibition; Potency, µM (titrated, usually from 114 µM), for the others: top-dose activity change, negative = inhibition, usual class: inhibitors; Q9UIF8; AlphaScreen BAZ2B-H3K14Ac peptide displacement; AID 504333; actives 4.4% (n = 360,000); note: % is set by controls: 0 for no effect and ±100 for the full control effect; nearly all actives have a fitted effect of over 60% in size
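Compounds, titrated to a top concentration of 110 uM, were incubated 30 min at room temperature with preformed BAZ2B/acetyl-K14 H3 peptide complex (50 nM each). Proximity signal was measured by AlphaScreen after 20 min with beads.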
BLM inh – blocks DNA unwinding by human BLM helicase | P54132 | recombinant BLM DNA unwinding, fluorescence dequenching | actives 0.2% (n = 350,000) | Potency, µM (top dose mostly 56.1 µM), for inactives: top-dose activity change, negative = inhibition, actives largely listed as inhibitors | AID 2528;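 note: plate controls were vehicle for no effect and no enzyme for full effect; nearly all actives have a fitted effect of over 35% in size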
* = called active by the depositor; ? = inconclusive; / = not tested or not shown; & = joins results of further samples; ! = not active in a repeat; [ ] = another dose, or the depositor's remark. Calls come from the whole dose curve; as a rule, active = well fitted curve in the direction sought with a large enough effect; inconclusive = small, poorly fitted or top-dose-only effect, or another doubt; inactive = no such curve, though single readings can be large; an effect the other way counts as inactive or inconclusive. Potency is the fitted concentration of half-maximal effect. These rows are one share of the data (hit frequency here may not be typical).

SMILES	G9a block	POLK inh	Pol eta inh	POLB inh	JMJD2A Tudor	APE1 inh	POLI inh	BAZ2B inh	BLM inh
CCOC(=O)Cc1ccc(NS(=O)(=O)c2ccc(SC)cc2)cc1	20%[12.7 µM]	-3%	-6%	12%	-21%	12%	8%	-3%	-11%
O=C(N=C1SC2CS(=O)(=O)CC2N1Cc1ccc(F)cc1)C1CCCO1 (stereo unspecified)	-14%	8%	-5%	2%	-5%	81%[activator]	18%	-15%	-1%
O=C(O)[C@H]1CCCC[C@H]1C(=O)Nc1cc([N+](=O)[O-])ccc1F	30%[59 µM]	-9%	-14%	20%	-10%	5%	11%	24%	2%
Cc1cc(Cl)c(S(=O)(=O)NCc2cccnc2)cc1OCC(N)=O	15%[12.7 µM]	1%	-5%	19%	-13%	-2%	-5%	8%	-2%
CC(C)[C@H](NC(=O)c1ccco1)C(=O)OCC(=O)N1CC(=O)Nc2ccccc21	?	13%	-15%	0%	-10%	10%	-6%	3%	1%
CCCCN(C)CCCNC(=O)CC1Oc2ccccc2NC1=O (stereo unspecified)	?	-11%	0%	2%	-10%	9%	4%	9%	2%
Cn1c(=O)cc(SCC(=O)NCCC2=CCCCC2)c2cc(Cl)ccc21	-21%[59 µM]	-2%	-4%	46%	-7%	?	60%[activator]	1%	1%
CC(NCc1ccc2c(c1)OCO2)c1ccccc1 (stereo unspecified)	/	-2%	-12%	33%	-1%	6%	-16%	12%	6%
CCN(CC)S(=O)(=O)c1ccc(/C=C/C(=O)Nc2ccc(F)cc2F)cc1	3%	-6%	-1%	1%[57.1 µM]	-13%	1%	-14%	-1%	-7%
CCOc1ccccc1NC(=O)Cc1noc2ccc(C)cc12	-7%[59 µM]	-11%	-1%	?	-19%	/	4%	-2%	-8%
O=C(O)CCn1c(=O)[nH]c2ccccc2c1=O	?	-23%	1%	1%	-26%	-6%	1%	-2%	-4%
Nc1nc(N2CCN(C(=O)c3ccco3)CC2)nc2ccccc12	?	-21%	3%	28%	3%[57.1 µM]	15%	17%	7%	-1%
O=C(COc1ccccc1)N1CCc2ccccc2C1	-43%	-10%	10%	1%	2%	-1%	22%	-1%	-7%
COC(=O)Nc1nnc(/C=C/c2ccccc2)s1	-6%[59 µM]	-13%	-13%	-1%	-11%	1%	10%	9%	3%
O=C(CSc1nc2cc(Cl)ccc2s1)NC1CCCc2ccccc21 (stereo unspecified)	12%[59 µM]	4%	-24%	-12%	-16%	-11%	10%	5%	0%
Clc1ccccc1-c1cncnc1NCCN1CCOCC1	12%[0.501 µM]	3%[60.1 µM]	/	/	/	17%	/	/	6%
O=c1cc(/N=C/c2coc3cc(Br)ccc3c2=O)[nH]c(=S)[nH]1	-44%	-20%	9%	18%	-25%	-1%	?	?	1%
COc1ccc(CN(C(=O)CN2C(=O)C(C)Oc3ccccc32)C2CCCC2)c(OC)c1 (stereo unspecified)	-8%[12.7 µM]	-18%	-8%	?	-22%	1%	4%	?	-12%
COC(=O)Cc1ccc(NC(=S)N2CCN(c3cccc(O)c3)CC2)cc1	-42%[59 µM]	-24%	-4%	1%	-22%	2%	9%	-22%	-1%
O=C(Nc1ccccc1C(=O)NC1CC1)c1ccccc1	11%[2.33 µM]	-26%	3%	/	-5%	13%	-16%	9%	/
CS(=O)(=O)N(CC(=O)NCC1CCCO1)Cc1ccc(Cl)cc1 (stereo unspecified)	21%[59 µM]	-6%	-17%	1%	-2%[11.4 µM]	3%	13%	-5%	-1%
Cc1ccc(C)c(N(CC(=O)NCCSCc2ccco2)S(C)(=O)=O)c1	?	79µM*	22µM*	28µM*	-35%	?	?	?	-14%
CN(C)CCOC(c1ccc(Cl)cc1)c1ccccn1 (stereo unspecified)	45µM*!	10%	-8%&-1%	?	-6%&-19%	1%&1%	11%&9%	-2%	-5%&-5%&-1%
COc1ccc2oc(=O)c(C(=O)NCc3ccccn3)cc2c1	-44%[59 µM]	10%	-7%	0%	-18%	5%	-2%	0%	1%
NC(=O)c1nsc(C(=O)N(CC(=O)NCc2ccccc2)c2ccc(F)cc2)c1N	11%	0%	-16%	-21%	3%	41%[activator]	-12%	-2%	0%
O=C(Nc1ccc(Cl)cc1)c1ccc(Br)cc1F	41%[activator][12.7 µM]	3%	-5%	0%	11%	-6%	-28%	-16%	-12%
COc1ccc2nc(SCC(=O)/C(C#N)=C(\C)N)[nH]c2c1	?	-2%	-18%	6%	-2%	-7%	12%	2%	1%
COc1cc(C=C2C(=O)OC(C)(C)OC2=O)ccc1OCC(=O)Nc1ccccc1	?	-3%	-9%	-24%	-3%	-1%	-11%	-38%	0%
Cc1ccc(NC(=O)c2cc3c(=O)n(Cc4cccnc4)ccc3nc2C)cc1F	-5%[59 µM]	-1%	1%	-1%	-12%	/	0%	-3%	0%
CCc1ccccc1Nc1nn2c(=O)c3ccc(C(=O)NCCc4ccccc4)cc3nc2s1	?	-14%	?	-15%	2%	/	35%[activator]	-3%	-9%
COCC(=O)Nc1cc(Cl)ccc1C	31%	-7%	-3%	48%	-20%	14%	54%[activator]	6%	1%
COc1ccc(C)cc1-n1cnc2cc(C(=O)NC3CCCCCC3)ccc21	-38%[59 µM]	-2%[60.1 µM]	-17%	-6%	?	/	-1%	-18%	-12%
O=C1/C(=C\c2cc([N+](=O)[O-])ccc2O)SC(=S)N1Cc1ccc(Cl)cc1	20µM*	-4%	?	3.2µM*	35µM*	?	?	25µM*	32µM*
CC(=O)Nc1ccc(NC(=O)c2cc(S(=O)(=O)N3CCCCC3)ccc2N2CCOCC2)cc1	/	0%	-16%	/	2%	/	10%	/	/
O=c1[nH]c2ccc(NC(=S)Nc3ccc(F)cc3)cc2[nH]1	?	-20%	-8%	27%	-19%	-3%	35%[activator]	-11%	-20%
Cn1cc(S(=O)(=O)N2CCCC(C(=O)O)C2)cn1 (stereo unspecified)	-1%	-12%	-9%	30%	-8%	-7%	69%[activator]	-4%	-2%
CCCCn1ccnc1C(=O)c1ccc(S(=O)(=O)N2CCCC2)cc1	-1%	3%	-4%	0%	-8%	-1%	-14%	-3%	-3%
CCCOc1ccc(NC(=O)c2cc3cc(C)ccc3[nH]2)cc1	/	10%	-10%	9%	-3%	0%	32%[activator]	1%	-6%
Cc1ccccc1NC(=O)Cc1nc(COC(=O)CCOc2ccccc2)cs1	-3%	-6%	-16%	-23%	-7%	21%	22%	-4%	-4%
O=C(CCn1nc(-c2ccccc2)c2ccccc2c1=O)Nc1cccnc1	8%	4%	0%	24%	-17%	0%	10%	2%	1%

Single records, from the list above. Order of values: G9a block	POLK inh	Pol eta inh	POLB inh	JMJD2A Tudor	APE1 inh	POLI inh	BAZ2B inh	BLM inh
O=C1/C(=C\c2cc([N+](=O)[O-])ccc2O)SC(=S)N1Cc1ccc(Cl)cc1 in the list: 20µM*	-4%	?	3.2µM*	35µM*	?	?	25µM*	32µM*
COCC(=O)Nc1cc(Cl)ccc1C in the list: 31%	-7%	-3%	48%	-20%	14%	54%[activator]	6%	1%
O=c1[nH]c2ccc(NC(=S)Nc3ccc(F)cc3)cc2[nH]1 in the list: ?	-20%	-8%	27%	-19%	-3%	35%[activator]	-11%	-20%
COc1ccc2oc(=O)c(C(=O)NCc3ccccn3)cc2c1 in the list: -44%[59 µM]	10%	-7%	0%	-18%	5%	-2%	0%	1%
Cc1ccc(C)c(N(CC(=O)NCCSCc2ccco2)S(C)(=O)=O)c1 in the list: ?	79µM*	22µM*	28µM*	-35%	?	?	?	-14%

Later entries.
SMILES	G9a block	POLK inh	Pol eta inh	POLB inh	JMJD2A Tudor	APE1 inh	POLI inh	BAZ2B inh	BLM inh
CCOc1ccc(N(C(=O)CNC(=O)c2ccco2)C(C(=O)NC2CCCC2)c2ccco2)cc1 (stereo unspecified)	-7%	-8%	-3%	-16%	-19%	1%	126%[activator]	-6%	-2%
Cc1c(N(C)C(=O)c2ccccc2F)c(=O)n(-c2ccccc2)n1C	9%	-10%	-12%	?	-9%	0%	1%	-1%	1%
COC(=O)c1cccc(NC(=O)c2cc3ccccc3o2)c1	-46%	-5%	-17%	-17%	-9%	-5%	25%	7%	1%
COc1ccc(-c2[nH]ncc2/C=N\NS(=O)(=O)c2ccc(Cl)cc2)cc1	11%[12.7 µM]	-5%	-3%	?	-9%	-1%	13%	-11%	-3%
CC(C)(Cc1ccccc1)NC(=O)C(=O)c1cn(CC(=O)N2CCOCC2)c2ccccc12	?	-12%	-22%	-15%	-18%	27%	4%	-29%	-6%
COc1cc(C=O)ccc1OCC(=O)N1CCOCC1	21%[59 µM]	-4%	-4%	0%	-4%	-1%	16%	9%	0%
O/N=C/c1cn(-c2ccc(Cl)cc2)nn1	24%	-1%	-22%	33%	-12%	11%	39%[activator]	-1%	-5%
CCN(CC)CCSc1nnc2c3cc(F)ccc3n(C)c2n1	?	-11%	-14%	5%	-18%	/	-8%	?	44%[activator]
CCN(CC)CCCNC(=O)Cn1nc(-c2ccccc2)ccc1=O	16%[59 µM]	-3%	-19%	6%	-6%	-5%	28%	12%	-2%
CS(=O)(=O)N(CC(=O)Nc1ccccc1C(=O)NCc1ccccc1)c1ccc2c(c1)OCCO2	-33%	0%	-15%	-18%	-22%	-11%	21%	-6%	-5%
CN(C)S(=O)(=O)N1CCC(CO)(Cc2cccc(C(F)(F)F)c2)CC1	-6%	-3%	-24%	2%	3%[57.1 µM]	1%	164%[activator]	-15%	-2%
O=C(CCCOc1ccccc1)Nc1nncs1	?	7%	-6%	0%	-14%[57.1 µM]	0%	29%	-26%	-4%
CCOc1ccccc1NC(=O)Cn1c(=O)n(-c2ccc(C)c(C)c2)c(=O)c2c(C)c(C(=O)N(C)C)sc21	?	4%[60.1 µM]	-14%	19%	-29%	/	12%	17%	-6%
O=C(Nc1ccc2c(c1)OCCO2)C1CC(c2ccccc2Cl)=NO1 (stereo unspecified)	-22%	-7%	-9%	1%	-27%	23%	3%	8%	9%
CCOC(=O)C1CCN(Cc2nnc(-c3cccc(Br)c3)o2)CC1	-2%	13%	-9%	0%	2%	23%	34%[activator]	7%	-3%
CC(=O)c1cccc(OCc2cc(C(=O)N(C)Cc3cnccn3)no2)c1	103%[activator]	-5%	-15%	18%	-5%	6%	-3%	6%	-4%
